TDP1 cell noCPT – qHTS for Inhibitors of human tyrosyl-DNA phosphodiesterase 1 (TDP1): qHTS in cells in absence of CPT; 420,000 compounds, 15% hits; AID 686978, 2013; DT40 Tdp1-/- hTDP1 cells, no CPT, ATP luminescence, 48 h; Potency, µM (top dose mostly 46.2 µM), inactives show at the highest dose activity change, negative = growth inhibition, hits mostly inhibitors; note: nearly all actives have a fitted effect of over 55% in size
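Seeded 400 DT40-hTDP1 cells/well (vehicle DMSO, no 20 nM CPT); pinned compounds; ≥48 hr at 37 °C; CellTiter-Glo luminescence as viability measure.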
KAT2A inh – GCN5L2 (KAT2A) acetyltransferase inhibition | GCN5L2 HAT assay, ThioGlo1 CoA-SH fluorescence | Potency, µM (highest dose often 58.9 µM), inactives show at the top dose activity change, negative = inhibition, actives largely listed as inhibitors | Q92830 | 390,000 compounds, 0.21% hits
Target sequence (Q92830 whole entry, looked up): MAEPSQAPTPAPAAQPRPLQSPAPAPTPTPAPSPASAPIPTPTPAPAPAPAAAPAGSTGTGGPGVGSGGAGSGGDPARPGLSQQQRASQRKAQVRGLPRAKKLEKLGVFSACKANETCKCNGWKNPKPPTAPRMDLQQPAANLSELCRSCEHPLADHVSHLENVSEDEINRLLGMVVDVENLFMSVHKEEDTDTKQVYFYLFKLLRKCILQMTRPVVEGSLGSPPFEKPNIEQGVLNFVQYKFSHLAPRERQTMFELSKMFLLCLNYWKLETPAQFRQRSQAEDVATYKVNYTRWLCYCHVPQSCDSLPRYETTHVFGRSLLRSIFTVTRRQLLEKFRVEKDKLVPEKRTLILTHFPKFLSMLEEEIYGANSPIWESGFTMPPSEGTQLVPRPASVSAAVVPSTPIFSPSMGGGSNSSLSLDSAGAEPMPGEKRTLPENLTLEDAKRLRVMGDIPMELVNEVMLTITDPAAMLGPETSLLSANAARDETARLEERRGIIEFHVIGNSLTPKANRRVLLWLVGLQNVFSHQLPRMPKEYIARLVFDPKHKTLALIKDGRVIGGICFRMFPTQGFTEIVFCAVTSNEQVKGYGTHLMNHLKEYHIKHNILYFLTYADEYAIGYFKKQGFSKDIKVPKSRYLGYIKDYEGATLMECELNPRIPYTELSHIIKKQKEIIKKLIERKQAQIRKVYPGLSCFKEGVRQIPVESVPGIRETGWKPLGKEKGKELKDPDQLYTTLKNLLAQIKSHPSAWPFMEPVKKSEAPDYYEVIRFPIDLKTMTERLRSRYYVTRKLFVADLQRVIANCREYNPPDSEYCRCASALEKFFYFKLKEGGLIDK
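Titration-based screen in which CoA formation is detected via maleimide probe ThioGlo1 (50uM) turning fluorescent on thiol reaction; substrates H3(1-25) 75uM and acetyl-CoA 70uM, GCN5L2 20nM, 20 min incubation at room temperature.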
TDP1 inh – blocks human tyrosyl-DNA phosphodiesterase 1; recombinant TDP1, AlphaScreen DNA substrate cleavage; Potency, µM (highest dose often 130 µM), without a hit: at the top dose activity change, negative = inhibition, actives largely listed as inhibitors; 350,000 compounds, 0.28% hits; note: nearly all actives have a fitted effect of over 40% in size
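Compounds were preincubated with Tdp1 (1 nM final) for 15 min at room temperature before substrate (15 nM final) started a 5 min reaction; beads (10 ug/ml final) were then added for 10 min before AlphaScreen detection.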
Numbers without * were called inactive; u = inconclusive; x = no result given; & = joins results of further samples; [ ] = another dose, or the depositor's remark. Calls come from the whole dose curve; as a rule, active = well fitted curve in the direction sought with a large enough effect; inconclusive = small, poorly fitted or top-dose-only effect, or another doubt; inactive = no such curve, though single readings can be large; an effect the other way counts as inactive or inconclusive. % is set by controls: 0 for no effect and ±100 for the full control effect; potency is the fitted concentration of half-maximal effect.

SMILES	TDP1 cell noCPT	KAT2A inh	TDP1 inh
CCOCCCNC(=O)c1ccc(-n2c(-c3ccccc3)cc3c2CCC(C)C3)cc1 (centres undefined)	u	-7%	3%
COc1ccccc1NC(=O)c1cc(-c2ccc(OC)c(OC)c2)nc2ccccc12	9.2µM*	45%[activator]	x
COc1ccc(CC(=O)Nc2cc(NC(=O)Cc3ccc(OC)c(OC)c3)cc(C(=O)O)c2)cc1OC	-15%	-7%	3%
Cn1c(=O)c2c(nc(Br)n2C)n(C)c1=O	-12%	-21%	8%
FC(F)(F)c1ccnc(Oc2ccc(C3=NCCS3)cc2)c1	-5%	1%	-3%
CC1CN(C(=O)CSc2nc(-c3ccc(F)cc3)cs2)CC(C)O1 (centres undefined)	u	-4%	1%
COc1ccc(/C=N/NC(=O)c2ccncc2)cc1CSc1nc2ccccc2s1	u	u	6%
COc1ccc(C(CNC(=O)c2cccc(S(=O)(=O)N3CCOCC3)c2)N2CCCC2)cc1 (centres undefined)	19%	-8%	0%
CCCOc1c(Br)cc(C(=O)OCC(=O)NC(=O)c2cccn2C)cc1OC	u	-2%	-3%[56.1 µM]
O=C(CCNS(=O)(=O)c1ccc(Br)cc1)NNC(=O)C1COc2ccccc2O1 (centres undefined)	-18%	-2%	-11%
COC(=O)c1ccc(N2CCN(C)CC2)c(NC(=O)c2cccnc2)c1	1%	-4%	4%
COc1ccc(C2=NS(=O)(=O)N(C)C(C(=O)Nc3ccc(F)cc3F)=C2)cc1	u	u	x
O=C(NNc1cccc(Cl)n1)Nc1cccc(C(F)(F)F)c1	u	-2%	-4%
COC(=O)C1=C(C)NC(C)=C(C(=O)OC)C1C(=O)OCC(=O)c1ccc(F)cc1	0%	-8%	0%
O=C(c1cccc(F)c1)N1CCC2(CC1)CCN(c1ccc(-c3ccccc3)cc1)CC2	1%	-1%	x
O=S(=O)(c1ccccc1)c1cnn(-c2ccccc2)c1-c1ccc(F)cc1	-2%	-6%	0%
C=CCn1c(SC(C)C(=O)NC2CC2)nnc1-c1ccoc1C (centres undefined)	-10%	3%	x
COc1cc(OC)cc(C(=O)NNC(=O)CNC(=O)c2cccs2)c1	-3%	-3%	0%
Cc1nc([N+](=O)[O-])c(Br)n1Cc1ccccc1	6.5µM*	-1%	x
CCOc1ccccc1NC(=O)CSc1c(C)n[nH]c1C	-3%	-17%	3%
Cc1cc(C)c(NC(=O)Cc2csc(C)n2)c(Cl)c1	u	2%	9%
COc1ccccc1C(=O)NNC(=O)C(=O)Nc1ccc(C)cc1	u	-1%	-10%
CCCC1NC(=S)NC(C)=C1C(C)=O (centres undefined)	5%	-5%	4%
CC(=O)n1cc([C@H]2C=C(C(=O)N3CCN(Cc4ccccc4)CC3)O[C@@H](OCc3ccc(CO)cc3)C2)c2ccccc21	7.3µM*	-7%	5%
CCCN(CCC)c1nc2ccccc2n2c(C)nnc12	u	-20%	-1%

Grouped by structure: those above with sulfur (12)
SMILES	TDP1 cell noCPT	KAT2A inh	TDP1 inh
FC(F)(F)c1ccnc(Oc2ccc(C3=NCCS3)cc2)c1	-5%	1%	-3%
CC1CN(C(=O)CSc2nc(-c3ccc(F)cc3)cs2)CC(C)O1 (centres undefined)	u	-4%	1%
COc1ccc(/C=N/NC(=O)c2ccncc2)cc1CSc1nc2ccccc2s1	u	u	6%
COc1ccc(C(CNC(=O)c2cccc(S(=O)(=O)N3CCOCC3)c2)N2CCCC2)cc1 (centres undefined)	19%	-8%	0%
O=C(CCNS(=O)(=O)c1ccc(Br)cc1)NNC(=O)C1COc2ccccc2O1 (centres undefined)	-18%	-2%	-11%
COc1ccc(C2=NS(=O)(=O)N(C)C(C(=O)Nc3ccc(F)cc3F)=C2)cc1	u	u	x
O=S(=O)(c1ccccc1)c1cnn(-c2ccccc2)c1-c1ccc(F)cc1	-2%	-6%	0%
C=CCn1c(SC(C)C(=O)NC2CC2)nnc1-c1ccoc1C (centres undefined)	-10%	3%	x
COc1cc(OC)cc(C(=O)NNC(=O)CNC(=O)c2cccs2)c1	-3%	-3%	0%
CCOc1ccccc1NC(=O)CSc1c(C)n[nH]c1C	-3%	-17%	3%
Cc1cc(C)c(NC(=O)Cc2csc(C)n2)c(Cl)c1	u	2%	9%
CCCC1NC(=S)NC(C)=C1C(C)=O (centres undefined)	5%	-5%	4%

(further entries)
SMILES	TDP1 cell noCPT	KAT2A inh	TDP1 inh
COc1ccc(NC(=O)/C(C#N)=C/c2ccc(-c3ccc(Cl)c(C(=O)O)c3)o2)cc1	u	-11%	x
CCC(NC(=O)Cc1c(C)c2cc3c(cc2oc1=O)OC(C)(C)CC3)C(=O)O (centres undefined)	11%	-5%	x
O=C(NCCCn1ccnc1)c1ccc(NS(=O)(=O)c2cccc([N+](=O)[O-])c2)cc1	7%	1%	-9%[0.505 µM]
Cc1cc(C)nc(SCC(=O)N2CCC(C(N)=O)CC2)n1	-14%	-5%	2%
Cc1cc(C(=O)NN=Cc2c(C)[nH]c3ccccc23)c(C)o1	u	-7%	6%
CCN(CC(=O)Nc1ccc2c(c1)OCCO2)c1ccc(S(=O)(=O)N2CCOCC2)cn1	-22%	1%	-2%
COc1cc(-c2nnc(SCC(=O)N3CCOCC3)o2)cc(OC)c1OC	-11%	-1%	x
CC(C)CC(=O)N1CCC(N(CCc2ccccc2)Cc2ccccc2)CC1	u	-1%	6%
CCCN(C(=O)c1ccc(-n2cncn2)c([N+](=O)[O-])c1)C1CCS(=O)(=O)C1 (centres undefined)	15%	-8%	2%
C=CCNC(=O)C1CC2Cn3c(nc4cc(Cl)c(Cl)cc43)C2N1C (centres undefined)	-18%	-1%	-1%
CC(=O)Nc1ccc(Nc2c3ccccc3nc3ccccc23)cc1	0.0082µM*	4%	5%
CC1=C(C(=O)O)N2C(=O)[C@@H](NC(=O)[C@H](N)c3ccccc3)[C@H]2SC1	2%	29%&-1%	-14%
COc1ccccc1-c1coc2cc(O)ccc2c1=O	-19%	25µM*	12%[56.1 µM]
COc1ccc(S(=O)(=O)N2CCC3(CC2)CC(=O)c2ccccc2O3)cc1OC	-10%	-5%	-10%
Cc1nn(C)c(C)c1C1C(C#N)=C(N)Oc2n[nH]c(C)c21 (centres undefined)	-5%	2%	5%
O=C(NC(=S)Nc1ccc(S(=O)(=O)Nc2ncccn2)cc1)c1ccc(Br)cc1	-30%	2%	3%
Cc1ccc(C(=O)Nc2ccccc2C(=O)NC(Cc2ccccc2)C(=O)O)cc1 (centres undefined)	2%	-3%	5%
O=C(O)c1c2c(nc3ccccc13)-c1ccccc1CC2	-9%	-3%	6%
Cc1cccc2cc(COC(=O)COc3ccccc3)c(=O)[nH]c12	-1%	-6%	2%
O=C(NCc1ccccc1)C(Cc1ccccc1)N1C(=O)C2C3CCC(C3)C2C1=O (centres undefined)	-27%	2%	-4%
CC(C)CNc1cc(Cl)c(S(=O)(=O)NCC(C)C)cc1C(=O)O	-28%	-1%	-1%
CSc1nc2cc(Cl)ccc2s1	-21%	-1%	0%
Cc1cccc(-n2c(SCC(=O)NCc3ccco3)nnc2-c2ccco2)c1	-14%	-5%	2%
N#Cc1c(NC(=O)c2ccc(-c3ccccc3[N+](=O)[O-])o2)sc2c1CCCC2	u	-12%	8%
COc1ccc(NC(=O)C(=O)NCCc2csc3nc(-c4ccccc4F)nn23)cc1OC	3%	-19%	2%

Entries of single compounds as entered above.
Profile of Cc1ccc(C(=O)Nc2ccccc2C(=O)NC(Cc2ccccc2)C(=O)O)cc1 (centres undefined) : TDP1 cell noCPT = 2%; KAT2A inh = -3%; TDP1 inh = 5%
Profile of COc1ccc(NC(=O)C(=O)NCCc2csc3nc(-c4ccccc4F)nn23)cc1OC : TDP1 cell noCPT = 3%; KAT2A inh = -19%; TDP1 inh = 2%

(list continues)
SMILES	TDP1 cell noCPT	KAT2A inh	TDP1 inh
CCN(CC(=O)NCc1ccc(F)cc1)C(=O)COc1ccc2ccccc2c1	-29%	-9%	3%
O=C1CN(C(=O)c2cccc(Br)c2)C(c2ccccc2)c2cc(Cl)ccc2N1 (centres undefined)	u	-5%	5%
CCCOC(=O)c1c(NC(=O)/C=C/c2cnn(C)c2C)sc(C(=O)OC)c1C	u	-7%	5%
COC(=O)Nc1ccc(S(=O)(=O)Nc2ccc(C)cc2)cc1	x	0%	5%
c1ccc(Oc2ccc(-c3ccnc4nc(N5CCN(c6ccccc6)CC5)nn34)cc2)cc1	u	-4%	1%
COc1cc(Cl)ccc1OCc1cc(C(=O)NCC(C)(C)N2CCOCC2)no1	-10%	-11%	x
Cc1ccc(NC(=O)CN(c2ccccc2F)S(C)(=O)=O)cc1	17%	-5%	2%
COc1cc(C(=O)Nc2ccc(NC(=O)C3CC3)nc2)cc(OC)c1OC	-4%	-1%	-5%
Cc1cc(NC(=O)CSc2nccn2C)n(-c2ccccc2)n1	-8%	3%	x
CN1CCc2c(sc(NC(=O)c3cc(Cl)sc3Cl)c2C(N)=O)C1	21µM*	u	x
CCOC(=O)C1(C)C=C(Nc2ccc(NC(C)=O)cc2)C(=O)N1c1ccc(NC(C)=O)cc1 (centres undefined)	-2%	-26%	-3%
CCOc1ccc(Nc2nc3ccccc3c(=O)s2)cc1	17%	2%	x
COc1cc(-c2nnc3sc(-c4ccco4)nn23)cc(OC)c1OC	u	-4%	-5%
COC(=O)c1c(NC(=O)CN2CCCC(C)C2)c2c(C)cccc2n1C (centres undefined)	6.5µM*	-6%	5%
Cc1ccc(-n2c(O)c(C=NC3CCS(=O)(=O)C3)c3ccccc3c2=O)cc1C (centres undefined)	18µM*	0%	6%
CCOC(=O)Cn1c(=O)sc2cccc(Cl)c21	x	1%	13%
CCOC(=O)c1c(C)c(-c2ccccc2)n(CC(=O)Nc2cc(C)cc(C)c2)c1C	u	1%	-1%
COc1ccc(NC(=O)CCc2nnc3n(C)c(=O)c4sccc4n23)cc1Cl	-3%	-4%	6%
CC(=O)NC1(c2nnnn2CCOC(=O)Nc2ccc(Cl)cc2)CCCC1	5%	1%	4%
CCOC(=O)c1sc(NC(=O)CN2CCN(c3ccccc3)CC2)nc1C	u	-12%	3%
S=C1NCCNC(=S)NCCOCCN1	5%	-4%	0%
CCc1ccccc1N(CC(=O)NC1CCCC1)C(=O)CNC(=O)c1cccs1	-13%	1%	9%
Cc1cccc(NC(=O)N(Cc2cc3cc(C)cc(C)c3[nH]c2=O)CC2COCCO2)c1 (centres undefined)	16µM*	-8%	10%
CC1CCN(C(=O)CN2C(=O)NC3(CCCc4ccccc43)C2=O)CC1 (centres undefined)	-8%	-6%	-3%
CCOc1cccc(-c2nn(-c3ccccc3)cc2/C=C(/C#N)C(=O)NCCCn2ccnc2)c1	u	-11%	10%
O=C(CCS(=O)(=O)c1cccc2nsnc12)Nc1ccc(F)cc1	u	-3%	6%
CCOP(=O)(c1ccccc1)c1nc(-c2ccccc2Cl)oc1N1CCCCC1 (centres undefined)	u	-6%	0%

Source: PubChem (National Center for Advancing Translational Sciences (NCATS))

These rows are one share of the data; rates above refer to the full screens.
